MC4R ag barr – MC4R agonists recruiting beta-arrestin, primary screen, cell-based, luminescence, agonist arm of biased-ligand search. U2OS MC4R beta-arrestin complementation; percent of melanotan II response, DMSO zero. Melanocortin receptor 4 (Homo sapiens), P32245. activation, % at 8.9 µM. AID 540308, 2011. 360,000 tested, 0.98% active;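 active = activation above a per-plate cutoff, the mean activation of sample wells on that plate plus 3 SD, cut at about 8% in these data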
Target sequence (P32245 whole entry, looked up): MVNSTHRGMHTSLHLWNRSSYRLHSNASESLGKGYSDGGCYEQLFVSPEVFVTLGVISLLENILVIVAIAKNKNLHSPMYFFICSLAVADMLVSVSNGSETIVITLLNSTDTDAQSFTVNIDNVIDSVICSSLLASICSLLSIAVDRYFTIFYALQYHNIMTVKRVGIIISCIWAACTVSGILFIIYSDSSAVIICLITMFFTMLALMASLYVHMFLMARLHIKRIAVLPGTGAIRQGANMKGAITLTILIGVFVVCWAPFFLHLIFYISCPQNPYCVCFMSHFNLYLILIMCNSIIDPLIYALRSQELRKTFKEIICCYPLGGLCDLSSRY
ABCB6 inh 2 – ABCB6 transporter inhibitors, primary screen, K562-ABCB6 cells, flow cytometry, MLPCN library. K562-ABCB6 porphyrin accumulation, 1 h; stronger effect = lower value. 360,000 tested, 0.19% active. ATP-binding cassette sub-family B member 6 (Homo sapiens), Q9NP58. fluorescence ratio to DMSO, % at 10 µM;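 active = fluorescence ratio to DMSO below 75%, the collection mean minus 3 SD; inconclusive = too few cells collected in the well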;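 also: signal is porphyrin accumulated inside mitochondria; 100% equals median channel fluorescence of DMSO control wells; lower ratio means ABCB6 inhibition with less porphyrin fluorescence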
PDI turbidity – inhibitors of human PDI, primary screen, biochemical, turbidity, single point, plate reader | Protein disulfide-isomerase (Homo sapiens), P07237 | PDI insulin aggregation turbidity, A650, 90 min | inhibition, % at 10 µM | 350,000 tested, 0.052% active | AID 588391, 2011;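 active = mean inhibition across replicates of 30% or more, whatever share of single replicates reach that level; inconclusive = mean inhibition below 30% while every single replicate reaches 30%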;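 also: absorbance from insulin aggregation driven by PDI reduction with DTT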
Target sequence (P07237 whole entry, looked up): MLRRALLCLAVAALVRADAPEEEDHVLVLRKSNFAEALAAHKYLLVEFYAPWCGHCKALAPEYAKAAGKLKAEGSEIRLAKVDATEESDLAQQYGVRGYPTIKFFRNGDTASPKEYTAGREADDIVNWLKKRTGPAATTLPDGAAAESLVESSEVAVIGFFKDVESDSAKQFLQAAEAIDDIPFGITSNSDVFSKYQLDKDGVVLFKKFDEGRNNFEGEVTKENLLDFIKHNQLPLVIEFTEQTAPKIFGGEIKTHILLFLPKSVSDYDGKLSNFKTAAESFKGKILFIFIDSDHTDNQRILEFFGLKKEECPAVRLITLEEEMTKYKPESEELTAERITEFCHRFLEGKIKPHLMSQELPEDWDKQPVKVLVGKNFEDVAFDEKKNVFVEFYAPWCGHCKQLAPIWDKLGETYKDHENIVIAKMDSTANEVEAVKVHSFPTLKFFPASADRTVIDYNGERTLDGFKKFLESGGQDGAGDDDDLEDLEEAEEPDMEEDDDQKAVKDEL
N-glyco inh – increase of ERlucT glycosylation luciferase signal, primary screen, N-linked glycosylation inhibitor project, D54 ERlucT cells, luminescence, set 2; D54 ERlucT glycosylation luciferase reporter, 24 h; percent of 100 nM tunicamycin response; reporter increase, % at 12.5 µM; 360,000 tested, 0.23% active; AID 588692, 2011;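 active = mean luciferase reporter signal, scaled so untreated is 0 and the glycosylation-blocking control 100, at or above a set limit in every replicate; inconclusive = mean reaches the limit but not every replicate does; inactive = mean below the limit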;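 also: luciferase carries N-glycosylation sites so blocking glycosylation raises the light; 0% = median of neutral control wells and 100% = median of 100 nM tunicamycin wells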
Granule exo inh – LAMP-1 surface exposure blockers, TALL-104 cells – cell-based, flow cytometry, MLPCN library, primary screen; TALL-104 LAMP-1 surface exposure; cells stimulated with thapsigargin and PMA; inhibition, % at 10 µM; 360,000 tested, 0.66% active; AID 651702, 2012;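 active = inhibition above about 55%, limit read from the data; inconclusive = no clear call, values can overlap the other calls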
HTR2A ag – mouse Htr2a agonists via beta-arrestin recruitment, primary screen, cell-based, luminescence | AID 624169, 2012 | 360,000 tested, 0.66% active | CHO-K1 mHTR2A beta-arrestin complementation; percent of 30 µM serotonin response | 5-hydroxytryptamine receptor 2A (Mus musculus), P35363 | activation, % at 7.6 µM;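 active = activation above a run cutoff, the mean activation of all tested compounds plus 3 SD, cut at about 14% in these data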;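 also: 0% = plate median of compound wells and 100% = 30 µM serotonin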
MC4R antag cAMP – MC4R antagonists of cAMP signaling, primary screen, cell-based, TR-FRET, antagonist arm of biased-ligand search | Melanocortin receptor 4 (Homo sapiens), P32245 | MC4R-expressing cells, MTII-stimulated cAMP, LANCE TR-FRET | inhibition, % at 6.5 µM | 360,000 tested, 0.48% active | AID 540295, 2011;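 active = inhibition above its plate's cutoff, the mean of tested wells on that plate plus 3 SD, cut at about 29% in these data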;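 also: 0% = Melanotan II alone and 100% = Melanotan II plus saturating MCL0020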
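material = U2OS cells stably expressing human melanocortin 4 receptor (MC4R) | also added = Melanotan II challenge | dosing = single nominal compound dose of 6.5 µM | detection = TR-FRET with Eu-cAMP and labeled anti-cAMP, 671 nm | replication = singlicate | timing = compound 30 min, challenge 1 h, detection 1 h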
CaV13 ICDI inh – Disruptors of the CACNA1D IQ motif to Ca2+-dependent inactivation inhibitor domain association, primary screening, Förster resonance energy transfer in intact living …; HEK cells, CFP/YFP FRET ICDI-IQ, plate reader, 10 min; percent FRET-ratio fall versus neutral wells; inhibition, % at 12.3 µM; 340,000 tested, 0.098% active;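 active = mean replicate inhibition of at least 30% and at least 1% of replicates passing that level; inconclusive = only one of the two criteria is met; inactive = neither criterion is met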;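 also: 0% = median of the neutral control wells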
Cardio protect – cardioprotection against H2O2-induced cell death, primary screen, uHTS, H9c2 cells, ATPLite luminescence. protection from H2O2 cell death, % at 20 µM. 360,000 tested, 0.63% active. H9c2 cardiomyocytes, H2O2 injury protection, 2 h. AID 588492, 2011;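 active = compounds giving at least 50% protection of heart cells from peroxide-induced death in the single-dose screen, raw or plate-pattern-corrected value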;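 also: 0% = DMSO wells with peroxide and 100% = DMSO wells without peroxide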
ABHD5-PLIN5 inh – ABHD5-PLIN5 interaction inhibitors, primary screen, cell lysate, split luciferase complementation, luminescence | Perilipin-5 (Homo sapiens) + 1-acylglycerol-3-phosphate O-acyltransferase ABHD5 (Homo … | Split G. princeps luciferase complementation, 4 h | inhibition, % at 4 µM | 360,000 tested, 0.78% active;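 active = inhibition above the mean inhibition across every tested compound plus 3 SD, cut at about 22% in these data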;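 also: 0% = DMSO only wells and the 100% control is not disclosed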
* marks the source's active call; other numbers are inactive results; u = inconclusive; x = not tested or not shown.

Screens in order: PDI turbidity | ABCB6 inh 2 | MC4R antag cAMP | Cardio protect | CaV13 ICDI inh | Granule exo inh | N-glyco inh | MC4R ag barr | HTR2A ag | ABHD5-PLIN5 inh
CN(C(=O)c1cccc(NC(=O)C2CCN(C(=O)OC(C)(C)C)CC2)c1)C1CCC1
 : 1 | 90 | -4 | 6 | -3 | 1 | 2 | 0.6 | 1 | -7
CN(C)C(=S)NC(=NCc1ccc([N+](=O)[O-])cc1)c1ccccc1
 : -4 | 101 | 3 | 1 | -3 | -1 | 3 | -3.4 | 0 | -10
CCN(CC(=O)NC1CCS(=O)(=O)C1)C(C)C(=O)Nc1ccc(F)cc1 (stereo unspecified)
 : 9 | 103 | 10 | 2 | -5 | -1 | -1 | -0.5 | 2 | -6
COc1ccc(C2(C(=O)Nc3cc(C)on3)CCOCC2)cc1
 : 6 | 96 | 8 | 2 | -4 | 0 | 2 | 1.0 | 3 | -5
Cc1ccc(NC(=O)c2oc3ccccc3c2NC(=O)C2CC2)cc1
 : -11 | 92 | 0 | 2 | -7 | 0 | 0 | -1.5 | -7 | -1
CCN(CCCNC(=O)c1[nH]c(C)c(C(C)=O)c1C)c1ccccc1
 : -9 | 94 | 8 | 5 | x | 1 | 3 | 0.0 | 0 | -8
Cc1cn([C@H]2C[C@H](O)[C@@H](/C=C/C(=O)NCc3ccc4c(c3)OCO4)O2)c(=O)[nH]c1=O
 : x | 91 | x | 6 | -3 | 1 | 0 | x | 2 | 0
Cc1cc(OCCCC(=O)NCCc2nnc3ccccn23)ccc1Cl
 : -9 | 97 | -1 | -4 | -5 | 2 | -1 | -0.8 | -9 | 1
CC(=O)c1coc2ccc(OCC(=O)O)cc12
 : 15 | 101 | 12 | -2 | -3 | -2 | 2 | 3.1 | 5 | 5
CC1=CCC2C(=O)N(c3cccc(C(=O)NCc4ccccc4)c3)C(=O)C2C1 (stereo unspecified)
 : 2 | 96 | 2 | -1 | -3 | 2 | 2 | -0.5 | -2 | -5
Cc1ccc(N2CCN(S(=O)(=O)c3ccc(F)cc3)CC2)c(C)c1
 : x | 96 | 2 | -16 | -2 | -4 | 0 | 0.1 | -3 | -2
CCc1cccc(Nc2c3c(nc4ncnn24)CCC3)c1
 : 7 | 96 | 11 | -5 | -2 | -2 | 1 | -0.4 | -2 | 3
CN1CCCN(c2ccc([N+](=O)[O-])cc2)CC1
 : -1 | 100 | 3 | 2 | -4 | 1 | 2 | -1.5 | -9 | -2
CC(=O)/C(C#N)=C1\NC(=O)C(Cc2ccccc2)S1 (stereo unspecified)
 : 1 | 85 | -1 | 5 | x | -1 | -10 | -0.3 | 2 | -9
CCN(CC)C(=O)Cn1cc(S(=O)(=O)CC(=O)NCCc2ccc(OC)c(OC)c2)c2ccccc21
 : -2 | 102 | 5 | -2 | -4 | -1 | -1 | -1.7 | 1 | 2
COc1ccc(-n2c(=O)[nH]cc(C(=O)Nc3ccc4c(c3)OCO4)c2=O)cc1OC
 : -4 | 104 | -3 | -1 | -2 | 16 | -1 | -1.4 | 13 | 0
Cc1ccc(NC(=O)CCn2cccc2)cc1
 : -1 | 95 | 6 | -2 | -4 | 2 | 1 | -0.9 | -1 | 2
CC(C)(C)c1ccc(C(=O)NCC(=O)OCC(=O)Nc2ccccc2[N+](=O)[O-])cc1
 : 4 | 146 | 12 | -9 | -4 | 0 | 1 | 0.3 | -1 | -1
CC(C)(C)c1ccc(-c2nc3n(c(=O)c2C#N)CCS3)cc1
 : 15 | 89 | -5 | -4 | 1 | 2 | -4 | -1.2 | 0 | -1
COc1ccc(CCNC(=O)C2CCN(Cc3nc(-c4cccc(Cl)c4)oc3C)CC2)cc1OC
 : -2 | 101 | 13 | -7 | x | 6 | -3 | -0.5 | -5 | 1
CCN1CCN(CCCN(Cc2cccs2)C(=S)Nc2ccccc2C)CC1
 : 1 | 99 | 9 | 4 | -1 | -1 | 2 | -1.4 | -8 | -1
CCN(CC)C(=O)CSc1nc2ncc(Cl)cc2[nH]1
 : 0 | 88 | -3 | -7 | -5 | 19 | 1 | -0.6 | -3 | -2
COc1ccc(NC(=O)Nc2nc3c(s2)CCCC3)cc1
 : -2 | 99 | 4 | -10 | -4 | 0 | -10 | -0.7 | 3 | -3
Nc1nc(SCC(=O)Nc2cccnc2Cl)n[nH]1
 : 0 | 96 | 12 | 1 | -7 | -1 | 5 | 2.1 | -1 | 3
N#CC1(NC(=O)COC(=O)CSc2ccc(F)cc2)CCCCC1
 : 2 | 98 | 11 | 1 | -4 | -1 | 2 | -3.9 | 10 | 9
Cc1c(C)n(C)c2ccc(C(=O)Nc3cccc4ccccc34)cc12
 : -5 | 105 | -4 | -22 | -2 | 3 | -1 | -1.3 | -8 | -3
Cc1cc(C)n(CCC(=O)Nc2cccc(F)c2)n1
 : -2 | 94 | -6 | 1 | -5 | 2 | 3 | 2.4 | -1 | 0
Cc1cccc(NC(=O)Nc2ccccc2)n1
 : 10 | 96 | 1 | -2 | -4 | 0 | 5 | -0.7 | -2 | 1
O=C(O)c1cccc(S(=O)(=O)Nc2cccc(S(=O)(=O)N3CCCCCC3)c2)c1
 : -1 | 94 | -4 | 3 | -4 | 3 | -2 | -1.5 | 11 | 1
CC1CN(C(=O)CCC(=O)NCc2ccc(Cl)cc2)c2ccccc2O1 (stereo unspecified)
 : x | 101 | 5 | 12 | 9 | -1 | 0 | 0.0 | -4 | -6

Further compounds:
Screens in order: PDI turbidity | ABCB6 inh 2 | MC4R antag cAMP | Cardio protect | CaV13 ICDI inh | Granule exo inh | N-glyco inh | MC4R ag barr | HTR2A ag | ABHD5-PLIN5 inh
COCc1nc(-c2ccc(-c3ccccc3)nc2OC)no1
 : 16 | 91 | -4 | -2 | -4 | -1 | -1 | -0.3 | -3 | -1
Cn1c(=O)c2c(ncn2CC(=O)Nc2ccccc2N2CCOCC2)n(C)c1=O
 : 3 | 99 | 5 | 2 | x | 0 | 2 | -0.5 | 0 | 2
CCCCC/C(=N\NC(=O)Nc1ccccc1)c1ccccc1
 : 2 | 91 | 3 | -2 | -5 | 4 | -2 | 2.4 | -4 | 8
COc1cc(/C=N/NC(=O)c2cc(-c3cccn3C)n[nH]2)cc(OC)c1OC
 : 9 | 101 | -5 | 41 | -3 | 0 | 68* | -1.5 | -2 | -6
CC(=O)c1cc2c(cc1NC(=O)c1cc(C)nn1-c1ccccc1)OCO2
 : 9 | 101 | 1 | 10 | -8 | -4 | 18 | 0.0 | 0 | 12
Cc1oc(-c2ccccc2Cl)nc1CSCC(=O)O
 : -4 | 103 | -1 | 18 | -4 | -3 | 2 | 0.6 | 8 | 4
CC(=O)N1CCN(C2c3cccc4cccc(c34)C2NS(=O)(=O)c2ccccc2)CC1 (stereo unspecified)
 : 13 | 96 | 3 | 2 | x | 1 | 0 | -1.7 | -1 | 0
COc1cccc(C(=O)N2CCC(C(=O)N3CCN(C)CC3)CC2)c1
 : 8 | 103 | 11 | 0 | -3 | -3 | 1 | -0.3 | 12 | 1
CC(C)C(OC(=O)c1cccs1)C(=O)NCc1ccc(F)cc1 (stereo unspecified)
 : 8 | 95 | 11 | -1 | -4 | u | -2 | -1.2 | 0 | 3
O=C(CN1C(=O)NC2(CCOc3ccccc32)C1=O)c1ccc(F)cc1 (stereo unspecified)
 : -7 | 103 | 6 | 0 | -6 | 2 | 1 | -1.7 | -7 | 9
O=C(/C=C/c1ccc(Br)cc1)c1ccc(NC(=O)c2ccco2)cc1
 : 1 | 92 | 9 | -1 | -5 | -8 | 2 | 0.6 | -4 | 29*
CCc1nc2c(cnn2-c2ccc(F)cc2)c(=O)n1-c1ccc(N2CCC(C)CC2)cc1
 : 5 | 101 | 11 | -27 | -6 | -2 | 1 | -0.4 | 10 | -4
CCCCN=C1NN=C(c2ccc3c(c2)OCCO3)CS1
 : 7 | 99 | 8 | -17 | -4 | 1 | -15 | -2.2 | 4 | -14
CC1=CC(c2ccccc2)n2nc(N)nc2N1 (stereo unspecified)
 : -2 | 102 | 6 | -1 | -6 | 33 | 5 | -1.2 | -1 | -12
COCCN(C(=O)CCC(=O)Nc1cc(C)on1)C(C(=O)NC(C)(C)C)c1ccc(OC)cc1 (stereo unspecified)
 : 7 | 107 | 23 | 2 | -3 | -8 | 1 | 0.8 | 4 | -3
CCCCN1C(=O)C(CC(=O)NCc2cccc3ccccc23)CC(C(=O)N(CC)CC)=C1C (stereo unspecified)
 : 3 | 99 | 21 | 10 | -8 | -1 | -2 | 2.2 | 1 | -1
O=C(CC1S/C(=N/N=C/c2cccnc2)NC1=O)Nc1ccccc1 (stereo unspecified)
 : 8 | 93 | 25 | -10 | 0 | 1 | 1 | -0.7 | 5 | 1
CC1CCN(CCOCCOc2ccc(Cl)cc2Br)CC1
 : 3 | 96 | 4 | 12 | -7 | 0 | 0 | -0.4 | -5 | 14
Cc1cc(C)n(CCC(=O)N=Nc2c(O)[nH]c3ccc(Br)cc23)n1
 : 2 | 93 | -3 | 5 | -5 | 0 | 13 | 0.1 | 6 | 1
O=c1cc(C(F)(F)F)[nH]c2c(OC(F)(F)F)cccc12
 : -7 | 93 | 10 | -8 | -4 | 1 | 0 | 0.3 | 5 | 5
COc1ccc(CC(=O)NNC(=S)Nc2ccc(Br)cc2)cc1
 : -4 | 101 | 12 | 3 | -5 | 1 | -2 | -1.7 | 0 | -3
Cc1ccc(CNCc2cccnc2)s1
 : -2 | 103 | 9 | -3 | 2 | -2 | 1 | 0.7 | 0 | 4
Cc1ccccc1NC(=O)C1c2cccc[n+]2CC(=O)N1Cc1ccc2c(c1)OCO2 (stereo unspecified)
 : -1 | 98 | 4 | 9 | -5 | -10 | -1 | -1.5 | 6 | 0
O=C(c1ccc(=O)[nH]n1)N1CCN(S(=O)(=O)c2ccc(C(F)(F)F)cc2)CC1
 : 0 | 101 | 1 | -1 | -2 | 1 | 1 | 0.2 | -5 | 8

High-throughput results deposited in PubChem BioAssay by several laboratories.
